# Screens (PubChem)
# S3 lipid droplet: qHTS Assay for Lipid Storage Modulators in Drosophila S3 Cells | hit rate 0.64% among 320,000 | Potency in µM for hits, for the others lipid storage change, negative = inhibition, % at the top dose, mostly 46.1 µM | Drosophila S3 cells, BODIPY lipid droplet fluorescence, 18-24 h; cells fed with added oleic acid; active = well fitted inhibition curve with a large enough effect in the signal ratio, with a control signal flat, not every such curve was filed as active; inconclusive = small, poorly fitted or top-dose-only effect, or effect the other way, or a change in a side signal; the % refers to the signal ratio
#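 Laser-scanning cytometry quantifies lipid droplet accumulation (500–530 nm total intensity; droplet/cell object ratio) in oleic acid-fed (400 uM added) Drosophila S3 cells treated with a concentration series. 20 uM Triacsin C defined 100% inhibition.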
# S3 lipid droplet cell count max: second read-out of S3 lipid droplet, no call of its own (marks repeat the call); cell number change, %; measured here: cell count max response;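 cells counted by Cell Tracker Red CMTPX staining in the red channel; peak over a dose series mostly up to 46.1 µM; percent activity relative to internal control wells on each plate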
# * hit, by the source's call; i = inactive; ? = inconclusive; · = not tested or not shown; [ ] = another dose, or the depositor's remark. % is scaled to controls: 0 for no effect and ±100 for the full control effect; potency is read from the fitted curve at half-maximal effect.
S3 lipid droplet | S3 lipid droplet cell count max | canonical_smiles
6% | 22 | O=C1C2C3C=CC(C3)C2C(=O)N1c1ccc(-c2nc3ccccc3c(=O)o2)cc1 (stereo unspecified)
-13% | 8 | C#CCOCCOCCOCCNc1nc(N2CCOCC2)nc(N2CCN(C(=O)[C@H](CCCCN)n3cc([C@@H](N)CO)nn3)CC2)n1
? | · | Cc1ccccc1-c1nnc(SCC(=O)N(CC(C)C)c2c(N)n(CC(C)C)c(=O)[nH]c2=O)n1C
4% | 4 | Cc1ccc(C(=O)Cn2nc(C(=O)O)c3ccccc3c2=O)cc1C
i | · | Cn1cc(Cl)c(C(=O)N(Cc2ccccc2)c2ccccn2)n1
? | · | CC(C)[C@H](NC(=O)NCc1ccco1)C(=O)O
? | · | COc1cc(CCC(=O)OCC(=O)Nc2ccccc2C#N)cc(OC)c1OC
1% | -11 | O=C(O)CCCC(=O)NNc1ncnc2ccccc12
-2% | 2 | Cc1nc(SCc2cccc(C(=O)O)c2)nc2c1CCCC2
-8% | -6 | C=CCNC(=S)NNC(=O)c1cccc2ccccc12
? | · | Cc1ccc(-n2c(SCC(=O)NCCC3=CCCCC3)nc3n[nH]c(C)c3c2=N)cc1Cl
4% | 6 | COC(=O)c1cc(S(=O)(=O)Nc2cc(S(=O)(=O)N(C)C)ccc2C)oc1C
i | -18 | O=C(NCC1CCCO1)c1ccc(NC(=O)c2cc(F)c(F)cc2Cl)cc1 (stereo unspecified)
5% | 9 | O=C(Nc1nc2c(Cl)ccc(Cl)c2s1)c1ccco1
-23% | 13 | O=C(O)c1ccc(N=Nc2c(O)[nH]c3ccc(Br)cc23)cc1
? | · | Cc1ccc(S(=O)(=O)N(CC(=O)N2CCC(C)CC2)c2ccccc2)cc1
0% | 1 | CCn1c(SCC(=O)Nc2cccc(NC(=O)c3cccs3)c2)nnc1-c1ccncc1
9%[9.22 µM] | 17 | Cc1cccc(C)c1N1C(=O)c2ccccc2C1=O
19% | -26 | O=C(CSc1nc2cc(Cl)ccc2s1)NC(=O)NCc1ccco1
21% | · | CC1CCCCC1NC(=O)c1ccc(CNc2c(N3CCCC3)c(=O)c2=O)cc1 (stereo unspecified)
4% | 5 | COc1ccc2c(c1)SCC(=O)N2C
6% | · | COCc1cc(=O)n2[nH]c(-c3cccs3)cc2n1
-9% | 1 | O=C(CCc1nc2ccccc2[nH]c1=O)N/N=C/c1ccccc1
-17% | 3 | COc1ccc(NC(=O)CSc2nc3ccccc3nc2N2CCCC2)cc1Cl
-1% | 1 | O=c1c(Cc2c(F)cccc2Cl)c(O)ccn1CC1CCCO1 (stereo unspecified)
7% | 6 | CN(C)c1ccc(NC(=O)COC(=O)c2cc(=O)c3ccccc3o2)cc1
? | · | COc1ccccc1CN(Cc1cc2cc(C)ccc2[nH]c1=O)Cc1nnnn1Cc1ccco1
10% | 2 | Cc1ccc(-c2nc(N)sc2CC(=O)OCC(=O)NC2CCCC(C)C2C)cc1 (stereo unspecified)
? | · | O=C(NC(=S)N1CCN(C/C=C/c2ccccc2)CC1)c1ccco1
? | · | C=CCNC(=O)CC(=O)N/N=C/c1cccs1
? | · | C#CCOCCOCCOCCNc1nc(N2CCN(C(=O)CCCCCCCCCCNC(=O)[C@H]([C@@H](C)CC)n3cc(CCCCCN)nn3)CC2)nc(N2CCN(C(=O)CCCCCCCCCCNC(=O)[C@H](CO)n3cc(CCCCCN)nn3)CC2)n1
-4% | 2 | CCC(Sc1ncccc1C(=O)OC(C)C)C(=O)NCc1ccco1 (stereo unspecified)
? | · | CC1CCCCC1NC(=O)COC(=O)C12CC3CC(CC(Cl)(C3)C1)C2 (stereo unspecified)
? | · | O=C(COC(=O)CCC(=O)c1ccc(Cl)cc1)NC1CC1
i | -4 | CCCc1cc(=O)oc2cc(C)cc(O)c12
-1% | 16 | O=C(CNC(=O)c1ccc(Br)o1)NNC(=O)c1ccccc1F
21% | 4 | Cc1ccc(NC(=S)NC(=O)C2CC2)c(C)c1
? | · | O=C(Cn1ccc([N+](=O)[O-])n1)N1CCCCC1
? | · | COc1cccc(CNC2CCCC2)c1
25% | -4 | CCOC(=O)C1=C(COC(=O)c2cc(OC)c(OC)cc2[N+](=O)[O-])NC(=O)NC1C (stereo unspecified)
1% | 4 | Cc1c(CC(=O)O)c(=O)oc2cc3c(cc12)CCC(C)(C)O3
i | -7 | N#Cc1ccc(OCC(O)CN2CCN(CC(O)COc3ccc(C#N)cc3)CC2)cc1 (stereo unspecified)
? | · | CC1=NN(C(=O)Cc2ccccc2)C(O)(c2cccnc2)C1 (stereo unspecified)
? | · | Cc1ccc(/C=C2\C(=O)NC(=O)N2C)o1
? | · | CN(c1ccccc1)S(=O)(=O)c1ccc(NC(=O)c2ccc(-c3ccccc3)cc2)cc1
? | · | Fc1ccc(N2CCN(C(=S)NCC3CCCO3)CC2)cc1 (stereo unspecified)
3% | -19 | Cc1ccc(CNS(=O)(=O)c2c(C)[nH]c(C)c2C(=O)N2CCCC2)cc1
? | · | Cc1ccc(S(=O)(=O)Cc2ccc(C(=O)N3CCCCC3C)cc2)cc1 (stereo unspecified)
? | · | O=C(c1cccc(Cl)c1)N1CCCC(c2ccc(Cl)cc2)=N1
? | · | O=C(CCCn1nnc(-c2cccnc2)n1)c1ccc(F)cc1
-3% | -18 | Cc1ccccc1Nc1nc2ccccc2s1
-8% | -1 | CCCSc1nnc(NC(=O)CSc2nc3[nH]c(=O)cc(O)c3s2)s1
6% | -7 | Cc1ccccc1C(=O)O/N=C(\N)c1cccc([N+](=O)[O-])c1
27% | · | C=CCN(c1ccc(C(=O)Nc2ccc(C)c(C)c2)cc1)S(C)(=O)=O
? | · | Cc1ccc(CNC(=O)CN(C)S(=O)(=O)c2cccc3cccnc23)cc1
? | · | CN(CC(=O)Nc1ccccc1F)CC(=O)Nc1ccc(F)c(F)c1F

# The list goes on.
S3 lipid droplet | S3 lipid droplet cell count max | canonical_smiles
? | · | COc1ccccc1CNC(=O)c1ccccc1N(C)S(C)(=O)=O
8% | 14 | CCOC(=O)CC1C(=O)NCCN1Cc1ccc(OC)c(OC)c1 (stereo unspecified)
i | -25 | O=C(c1ccc2nc(Cc3cccc(Cl)c3)oc2c1)N1CCC[C@H]1CO
-24% | · | O=C(CCS(=O)(=O)c1ccccc1)Nc1cccc2c1C(=O)NC2=O
16% | · | O=C(COC(=O)Cc1ccc(-c2ccccc2)cc1)NCc1ccccc1
? | · | O=[N+]([O-])c1ccc(-n2nncc2-c2ccc(Cl)cc2)cc1
1% | · | C=CCSc1nnc(-c2cc3c(s2)-c2ccccc2CC3)o1
? | · | Cc1ccc(C(=O)c2c3ccccc3[n+]([O-])n2CCC(=O)O)cc1

# Two neighbouring entries from above, for reference:
S3 lipid droplet | S3 lipid droplet cell count max | canonical_smiles
? | · | COc1ccccc1CNC(=O)c1ccccc1N(C)S(C)(=O)=O
8% | 14 | CCOC(=O)CC1C(=O)NCCN1Cc1ccc(OC)c(OC)c1 (stereo unspecified)

# Retrieved by structure from the entries so far, 4 records:
S3 lipid droplet | S3 lipid droplet cell count max | canonical_smiles
? | · | O=[N+]([O-])c1ccc(-n2nncc2-c2ccc(Cl)cc2)cc1
8% | 14 | CCOC(=O)CC1C(=O)NCCN1Cc1ccc(OC)c(OC)c1 (stereo unspecified)
1% | · | C=CCSc1nnc(-c2cc3c(s2)-c2ccccc2CC3)o1
? | · | Cc1ccc(C(=O)c2c3ccccc3[n+]([O-])n2CCC(=O)O)cc1

# Continued:
S3 lipid droplet | S3 lipid droplet cell count max | canonical_smiles
? | · | Cc1ccc(NC(=O)C2(S(=O)(=O)c3ccc(Cl)cc3)CC2)c(Br)c1
-25% | 14 | COc1cccc(CNC(=O)c2ccccc2NC(=O)C2=C(C)OCCS2)c1OC
? | · | O=C(NNc1nc2ccccc2s1)Nc1ccccc1
? | · | Cc1nn(Cc2ccc(C(=O)NC3CCCCC3)o2)c(C)c1Br
17% | -19 | CN(c1ccccc1)S(=O)(=O)c1cc(C(=O)N2CCN(c3ccccn3)CC2)ccc1Cl
8% | 0 | COc1cc(NC(=O)c2cccc(C)c2)c(OC)cc1NC(=O)CN1CCCCC1
? | · | O=C(c1ccccn1)N1N=C2/C(=C/c3ccc(F)cc3)CCCC2C1c1ccc(F)cc1 (stereo unspecified)
? | · | COc1ccc(NC(=O)Cn2nnc(-c3ccccc3F)n2)cc1
2% | -22 | Cc1cccc(N2CCN(C(=O)c3cccs3)CC2)c1C
? | · | COC(=O)C1=C(C(=O)c2ccc(C)cc2)C(c2ccc(O)c(OC)c2)n2nnnc2N1 (stereo unspecified)
20% | 28 | O=C(O)CC1Sc2ccccc2NC1=O (stereo unspecified)
? | · | CCC(=O)c1c[nH]c(C(=O)NCc2cccnc2)c1
-6% | -3 | CC(C)N(C(=O)Cn1c(SCC(=O)Nc2nccs2)nc2ccccc21)C(C)C
i | 5 | Cc1cc(C)c2c(CC(=O)NC3CCS(=O)(=O)C3)coc2c1 (stereo unspecified)
22% | 23 | CC(C)(CO)CNC(=O)CCc1nnc(CCCc2ccccc2)o1
-1% | -12 | O=C(NCc1ccco1)c1ccc(Cn2c(=O)c3ccccc3n(Cc3cccc(F)c3)c2=O)cc1

# Reformatted: results already given.
# The line under a structure holds: S3 lipid droplet	S3 lipid droplet cell count max
CC(C)N(C(=O)Cn1c(SCC(=O)Nc2nccs2)nc2ccccc21)C(C)C
→ -6%	-3
COC(=O)C1=C(C(=O)c2ccc(C)cc2)C(c2ccc(O)c(OC)c2)n2nnnc2N1 (stereo unspecified)
→ ?	·
Cc1cc(C)c2c(CC(=O)NC3CCS(=O)(=O)C3)coc2c1 (stereo unspecified)
→ i	5
Cc1cccc(N2CCN(C(=O)c3cccs3)CC2)c1C
→ 2%	-22

# The list continues:
S3 lipid droplet | S3 lipid droplet cell count max | canonical_smiles
i | 14 | CCSc1nnc(NC(=O)CSc2nnc(Cc3cccn3C)n2-c2ccc(C)cc2)s1
? | · | CCOC(=O)C1CCCN(Cc2ccc3c(c2)OCO3)C1 (stereo unspecified)
? | · | CCc1c(O)nc(SCC(=O)Nc2ccccc2)n(C(C)CC)c1=O (stereo unspecified)
-7% | -21 | CCOc1ccc2oc(C(=O)NCC3CCCO3)c(C)c2c1 (stereo unspecified)
? | · | O=C(CN1C(=O)C2C3C=CC(C3)C2C1=O)Nc1ccc(F)cc1 (stereo unspecified)
? | · | CCC(=O)c1ccc(OCC(O)CN2CCN(c3ccccn3)CC2)cc1 (stereo unspecified)
i | · | COc1cc2c(cc1NC(=S)Nc1cccc3ccccc13)oc1ccccc12
? | · | NC(=S)N/N=C/c1ccc(OC(=O)c2cccnc2)cc1
7% | -3 | C=CCc1cc(OC)ccc1OCCCCn1cncn1
? | · | O=C1NC[C@@H](Cc2ccc(O)cc2)N(CCc2cccc(F)c2)C1=O
? | · | O=c1c2ccccc2cnn1Cc1n[nH]c(=S)n1-c1cc(Cl)cc(Cl)c1
? | · | CCC1(c2ccc(F)cc2)NC(=O)N(CC(=O)Nc2ccc(N3CCCCC3)cc2)C1=O (stereo unspecified)
-9% | 3 | CCN1C(=O)c2cccc3c(S(=O)(=O)Nc4ncccc4C)ccc1c23
-2% | -3 | Cc1nnc(SCc2cccs2)[nH]c1=O
? | · | CN(CC(=O)Nc1ccc(F)c(F)c1F)C(=O)C1CC(=O)N(C2CCCC2)C1 (stereo unspecified)
? | · | Cc1c(C#N)c2ncn(CCCN(C)C)c(=O)c2n1-c1ccccc1
? | · | CC12CCC(C(=O)NNC(=O)c3ccc(Br)cc3)(OC1=O)C2(C)C (stereo unspecified)
4% | 9 | CC1CCN(C(=O)CNC(=O)CNC(=O)Cc2ccccc2)CC1
? | · | Cc1coc2cc3oc(=O)c(Cc4ccccc4)c(C)c3cc12
-2% | 5 | ClCC1CN(Cc2ccccc2Cl)CCO1 (stereo unspecified)
24% | · | CCN(CC)S(=O)(=O)c1ccc(N2CCOCC2)c(NC(=O)c2cnccn2)c1
? | · | COc1ccc(NC(=S)Nc2ccccc2OC)c(OC)c1
? | · | COc1ccc(C(=O)Nc2ccc(Cl)c(Cl)c2)c(OC)n1
25% | 2 | CCc1cccc(CC)c1N(COC)C(=O)Cn1c(C(C)O)nc2ccccc21 (stereo unspecified)
? | · | NC(=O)c1cc([N+](=O)[O-])ccc1Nc1ccccc1
? | · | O=C(O)CSc1nnc(Cc2ccccc2)n1Cc1ccccc1
1% | -96 | O=C(NCCCN1CCCC1=O)c1cccnc1
? | · | CC1CC(=O)Nc2ccccc2N1C(=O)Cn1cnc2ccccc2c1=O (stereo unspecified)
? | · | CS(=O)(=O)N(CC(=O)N1CCC(C(N)=O)CC1)c1ccc(Cl)c(C(F)(F)F)c1
21% | -2 | CCCN1C(=O)c2cccc3c(N4CCCCC4)ccc(c23)C1=O
14% | -7 | COCCCNC(=O)c1ccccc1SC
? | · | Cc1nn(-c2ccccc2)c2sc(C(=O)NC3CC3)cc12
1% | -12 | CC1CCCN(S(=O)(=O)c2ccc(NC(=O)Cc3ccc(S(=O)(=O)N4CCOCC4)s3)cc2)C1 (stereo unspecified)
? | · | Cn1c(=O)cc(OCCCC(=O)Nc2cccnc2)c2ccccc21
-1% | -8 | O=C(O)CNC(=O)c1ccc(Oc2c(F)c(F)c(Oc3ccc(C(=O)NCC(=O)O)cc3)c(F)c2F)cc1
? | · | Cc1ccc(NC(=O)c2cc(S(=O)(=O)N3CCC4(CC3)OCCO4)ccc2F)cc1
? | · | O=S(=O)(Nc1cc2nc3ccccc3nc2n1Cc1ccccc1)c1ccc(Cl)cc1
4% | 0 | COc1ccc(CCNC(=S)Nc2ccccc2)cc1

# Only part of the results is shown, so the mix of outcomes need not match the whole.
